Screening data deposited in PubChem BioAssay by several laboratories.
UGM FP inh = M. tuberculosis UGM enzyme inhibitors, primary screen, biochemical, fluorescence polarization, single point. 320,000 compounds, 0.06% hits. purified UGM, fluorescence polarization probe displacement. UDP-galactopyranose mutase (Mycobacterium tuberculosis (strain ATCC 25618 / H37Rv)), …. inhibition, % at 10 µM; in the data active = inhibition above about 10%, passing the limit was not always enough
Target sequence (P9WIQ1 whole entry, looked up): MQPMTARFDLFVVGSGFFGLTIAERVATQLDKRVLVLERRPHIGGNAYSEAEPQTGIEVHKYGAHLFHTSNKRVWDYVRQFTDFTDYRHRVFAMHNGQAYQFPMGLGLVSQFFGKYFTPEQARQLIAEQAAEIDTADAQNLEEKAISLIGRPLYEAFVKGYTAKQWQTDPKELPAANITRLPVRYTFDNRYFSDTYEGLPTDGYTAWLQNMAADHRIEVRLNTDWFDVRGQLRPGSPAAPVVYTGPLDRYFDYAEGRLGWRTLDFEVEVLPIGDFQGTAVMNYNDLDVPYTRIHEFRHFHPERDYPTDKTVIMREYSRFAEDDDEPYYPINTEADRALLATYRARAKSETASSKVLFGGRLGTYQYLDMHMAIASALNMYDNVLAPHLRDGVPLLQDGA
VHR inh abs = VHR1 phosphatase inhibitors, primary screen, biochemical, absorbance, uHTS; recombinant VHR phosphatase, pNPP absorbance; 290,000 compounds, 0.52% hits; AID 1654, 2009; inhibition, % at 13.3 µM; Dual specificity protein phosphatase 3 (Homo sapiens), P51452; in the data active = inhibition above about 50%; note: some compounds called inactive have numbers as strong as hits
Target sequence (P51452 whole entry, looked up): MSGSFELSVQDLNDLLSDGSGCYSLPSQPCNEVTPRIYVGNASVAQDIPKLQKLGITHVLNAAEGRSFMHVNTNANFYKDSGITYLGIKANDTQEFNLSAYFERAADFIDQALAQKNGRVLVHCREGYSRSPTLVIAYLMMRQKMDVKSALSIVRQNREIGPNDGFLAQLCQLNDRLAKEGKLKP
SSB-PriA inh = inhibitors of Klebsiella pneumoniae PriA binding to SSB C-terminal tail, primary screen, biochemical, AlphaScreen | inhibition, % at 33 µM | AlphaScreen SSBct-PriA binding, biotinylated peptide | 430,000 compounds, 0.6% hits | AID 1272365, 2023 | PriA–SSB C-terminal tail interaction (Klebsiella pneumoniae); in the data active = inhibition mostly above about 37%, no sharp cut-off; inactive = mostly below about 20%;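 note: plate controls were negative control peptide for no effect and reference peptide for full effect; strong numbers were not always called active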
MazF activator = activators of E. coli MazEF toxin-antitoxin RNase, primary screen, biochemical, fluorescence, uHTS; FAM/BHQ RNA-DNA oligo cleavage fluorescence, 5 h; 350,000 compounds, 0.32% hits; Endoribonuclease toxin MazF (Escherichia coli (strain K12)), P0AE70; activation, % at 20 µM; in the data active = activation above about 50%
Target sequence (P0AE70 whole entry, looked up): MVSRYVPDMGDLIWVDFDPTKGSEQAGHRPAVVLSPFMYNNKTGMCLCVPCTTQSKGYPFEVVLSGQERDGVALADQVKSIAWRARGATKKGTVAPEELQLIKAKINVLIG
BH1578 lux ind = inducers of Vibrio cholerae quorum light production without autoinducers, primary screen, BH1578 luxS cqsA deficient, single point; 350,000 compounds, 0.16% hits; AID 588436, 2011; V. cholerae BH1578 lux reporter, luminescence, 6 h; activation, % at 18.7 µM; in the data active = activation mostly above about 9.7%, no sharp cut-off; note: not every result past the cut was called active; inactives centre near 0; reference of the scale not given here
3CLpro inhibitor = SARS-CoV 3CLpro protease inhibitors, primary screen, biochemical, quenched FRET; 290,000 compounds, 0.14% hits; Replicase polyprotein 1ab (Severe acute respiratory syndrome coronavirus), P0C6X7; AID 1706, 2009; inhibition, % at 6 µM; recombinant SARS-CoV 3CLpro, quenched FRET peptide cleavage; in the data active = inhibition above about 12%
FBA Mtb inh = Mtb FBA enzyme inhibitors, primary screen, biochemical, fluorescence, strain H37Rv; Fructose-bisphosphate aldolase (Mycobacterium tuberculosis (strain ATCC 25618 / H37Rv)), …; purified M. tuberculosis FBA, fluorescence read-out; inhibition, % at 1 µM; 360,000 compounds, 2.3% hits; AID 588726, 2011; in the data active = inhibition above about 27%;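 note: 0% = vehicle and 100% = reference inhibitor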
Target sequence (P9WQA3 whole entry, looked up): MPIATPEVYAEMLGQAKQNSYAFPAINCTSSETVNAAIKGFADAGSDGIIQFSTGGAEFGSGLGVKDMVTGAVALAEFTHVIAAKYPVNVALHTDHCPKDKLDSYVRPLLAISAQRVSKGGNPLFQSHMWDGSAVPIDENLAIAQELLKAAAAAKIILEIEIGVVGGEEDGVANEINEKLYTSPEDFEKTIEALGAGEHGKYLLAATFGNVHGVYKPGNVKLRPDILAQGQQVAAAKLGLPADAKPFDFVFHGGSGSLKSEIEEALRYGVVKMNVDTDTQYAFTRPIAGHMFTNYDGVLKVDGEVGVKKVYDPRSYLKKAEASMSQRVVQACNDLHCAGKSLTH
Rv3671c inh = Rv3671c serine protease inhibitors, primary screen, biochemical, fluorescence polarization, M. tuberculosis H37Rv; P9WHR9; inhibition, % at 5.96 µM; 320,000 compounds, 0.048% hits; AID 2606, 2010; in the data active = inhibition above about 38%;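 note: extracellular domain of Rv3671c used as enzyme; 0% = enzyme with DMSO and 100% = no enzyme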
GDH-TPI counter = GDH-TPI coupling enzyme inhibitors, primary screen, artefact control for M. tuberculosis FBA inhibitor project, biochemical, absorbance, full deck | inhibition, % at 4.8 µM | GDH-TPI coupled enzyme counterscreen, NADH absorbance | 360,000 compounds, 1.2% hits; in the data active = inhibition above about 30%;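 note: 0% = DMSO wells and 100% = wells lacking the enzyme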
BioA inh = M. tuberculosis BioA enzyme inhibitors, primary screen, biochemical, plate reader, single point, HTS; inhibition, % at 9.99 µM; 7,8-diaminopelargonic acid synthase BioA (Mycobacterium tuberculosis); purified M. tuberculosis BioA enzyme; 360,000 compounds, 0.096% hits; in the data active = inhibition above about 40%
* = called active by the depositor; i = inactive; · = not tested or not shown; & = joins results of further samples.

SMILES	UGM FP inh	VHR inh abs	SSB-PriA inh	MazF activator	BH1578 lux ind	3CLpro inhibitor	FBA Mtb inh	Rv3671c inh	GDH-TPI counter	BioA inh
FC(F)(F)c1cc(Sc2ccccc2)nc(-c2ccccn2)n1	-0.4	24	-17	6	2.1	-2	-3	3	5	0.9
CCCn1c(-c2ccc(OC)cc2)nc2c(=O)n(C)c(=O)[nH]c21	0.6	25	-1	5	3.1	3	71*	4	-2	-1.1
Cc1onc(-c2ccccc2)c1C(=O)NCCc1ccc(Cl)cc1	-1.7	12	-7	-4	-0.7	0	4	4	-2	·
O=C(NCC12CC3CC(CC(C3)C1)C2)c1nn2cccnc2c1Cl	-1.1	4	-10	1	-0.4	0	0	-4	6	-0.9
Cc1nn(-c2ccccc2)c2nc(N)c(C#N)c(-c3ccc(C(C)(C)C)cc3)c12	0.0	-12	4	1	i	0	-3	1	5	·
COc1cccc(NS(=O)(=O)c2cc3c(cc2C)N(C(C)=O)CCO3)c1	2.0	45	-14	-1	-0.2	-2	-2	-8	5	1.3
NS(=O)(=O)c1ccc(-c2ccc(C=O)o2)cc1	0.3	-4	-17&-11	4	-0.2	2	5	1	34*	·
Cn1c(=O)c2c(nc(-n3ccnc3)n2C)n(C)c1=O	3.1	1	-6	1	-0.1	-2	-1	6	-7	-1.2
CCS(=O)(=O)Nc1ccc(C(=O)OC)cc1	-2.9	13	-5	6	17*	2	-1	5	-11	-0.2
CC(C)c1ccc2[nH]c(O)c(N=NC(=O)c3cccc(S(=O)(=O)Nc4ccccc4Cl)c3)c2c1	-0.2	-7	8	15	-0.3	3	2	-8	10	·
Cc1ccc(-n2nc(C)c(C(=O)O)n2)c(C)c1	-1.3	13	3	7	-0.6	-1	2	-7	6	0.1
Cc1ccc(-c2cc(-c3cccc(F)c3)n[nH]2)c(O)c1	0.3	14	-24	-3	i	4	-4	-4	-5	-4.7
Cc1ccc(NS(=O)(=O)c2ccc3c(c2)n(C)c(=O)c(=O)n3C)c(C)c1	5.2	-4	3	-25	-0.4	2	0	-9	22	1.4
CCCCNC(=O)/C(C#N)=C/c1ccc2c(c1)OCCO2	2.8	14	0	9	-0.4	-5	1	-16	28	·
CCOc1ccc2nc(NCCNC(=O)C3CC3)c(C)cc2c1	-1.0	1	-12	1	0.4	·	21	3	13	1.3
O=C(Nc1ccc(S(=O)(=O)Nc2ncccn2)cc1)C1=NN(c2ccccc2)C(=O)CC1	0.0	36	-4	7	-2.0	0	6	1	9	5.6
C[C@H](NC(=O)c1nc[nH]c1C(=O)NCCCCCN)C(=O)OCc1ccccc1	0.8	·	-12	2	i	·	-2	-5	-6	-0.1
CCOc1ccc(Cl)cc1CNCCNCC(C)O (centres undefined)	1.4	29	-4	-1	-1.6	1	2	5	-4	-0.6
O=C(Nc1ccc(OCC(F)(F)C(F)F)cc1)c1ccncc1	·	-3	-2	-1	-0.1	0	0	1	1	-1.6
CCN(CC)C(=O)CSc1nc2ccccc2c(=O)n1CCC(=O)NCc1ccc(F)cc1	3.2	5	-8	0	·	-1	2	-12	1	0.5

Reprinted at random: 6 records from the list, in no set order.
SMILES	UGM FP inh	VHR inh abs	SSB-PriA inh	MazF activator	BH1578 lux ind	3CLpro inhibitor	FBA Mtb inh	Rv3671c inh	GDH-TPI counter	BioA inh
Cc1ccc(NS(=O)(=O)c2ccc3c(c2)n(C)c(=O)c(=O)n3C)c(C)c1	5.2	-4	3	-25	-0.4	2	0	-9	22	1.4
NS(=O)(=O)c1ccc(-c2ccc(C=O)o2)cc1	0.3	-4	-17&-11	4	-0.2	2	5	1	34*	·
O=C(Nc1ccc(OCC(F)(F)C(F)F)cc1)c1ccncc1	·	-3	-2	-1	-0.1	0	0	1	1	-1.6
CCOc1ccc(Cl)cc1CNCCNCC(C)O (centres undefined)	1.4	29	-4	-1	-1.6	1	2	5	-4	-0.6
Cc1onc(-c2ccccc2)c1C(=O)NCCc1ccc(Cl)cc1	-1.7	12	-7	-4	-0.7	0	4	4	-2	·
O=C(Nc1ccc(S(=O)(=O)Nc2ncccn2)cc1)C1=NN(c2ccccc2)C(=O)CC1	0.0	36	-4	7	-2.0	0	6	1	9	5.6

(next part)
SMILES	UGM FP inh	VHR inh abs	SSB-PriA inh	MazF activator	BH1578 lux ind	3CLpro inhibitor	FBA Mtb inh	Rv3671c inh	GDH-TPI counter	BioA inh
COc1ccc(-c2noc(CCC(=O)NCCc3cccc(C)c3)n2)cc1	1.0	2	-12	2	i	0	1	-16	-1	·
COc1ccc(CN2C(=O)C(CC(=O)NCCc3ccccn3)CC(C(=O)N(C(C)C)C(C)C)=C2C)cc1 (centres undefined)	·	·	·	13	-0.4	·	0	·	0	-1.0
CC1(C)Cc2nc3sc4c(SCC(=O)NCc5ccccc5)ncnc4c3cc2CO1	3.4	20	-13	7	·	4	5	4	5	-1.2
O=C(NC1=NCCS1)c1ccc(Cl)c(S(=O)(=O)N2CCCCCC2)c1	-0.2	20	-2	-6	-0.3	4	0	-7	2	·
CC(/C=C/c1ccccc1)=N\NC(=O)Cn1nc(C)cc1C	1.4	5	·	2	i	-1	-2	2	13	·
CCOCCOCCC(C(=O)O)P(=O)(c1ccccc1)c1ccccc1 (centres undefined)	-1.7	4	-9	-4	-0.1	4	-1	-12	2	-3.6
CCc1[nH]nc(C(=O)N2CCCC(N3CCN(c4ccccc4C)CC3)C2)c1C (centres undefined)	-0.9	14	-8	-1	i	-6	-2	-6	-2	-0.2
FC(F)(F)c1ccccc1NC(=S)Nc1cccc2cnccc12	·	26	-10	-10	-0.4	5	2	·	5	·
OCC[C@H]1C[C@@H](O)[C@H](O)[C@@]2(CCCc3ccccc3O2)O1	1.6	·	7	-13	i	·	3	-12	8	-0.3
CCNC(=S)Nc1ccc(C)c(Cl)c1	0.4	-12	11	2	i	4	-4	-3	7	·
O=C(Cc1c(O)c2ccccc2[nH]c1=O)NCc1cccc(F)c1	1.4	29	-6	-1	-0.4	8	20	-4	13	-0.1
O=C(CCN1C(=O)/C(=C/c2ccccc2Cl)SC1=S)NN1CCOCC1	1.0	2	3	-11	-0.2	2	0	-11	8	-3.8
COc1ccc(NC(=O)C2=NN(c3ccccc3)C(=O)CC2)cn1	0.6	·	-14	-4	0.7	·	-3	-6	8	1.2
COc1cc(/C=C(\C#N)C(=O)N2CCCCC2)ccc1O	-1.6	0	-9	-2	0.6	-3	-5	5	13	-0.1
O=C(Nc1ccc(Cl)cc1)NN1CC(=O)N(c2cccc(C(F)(F)F)c2)CC1=O	-1.5	10	0	2	-0.3	-3	0	0	10	·
Cc1nc([N+](=O)[O-])c(N2CCOCC2)n1Cc1ccccc1	-1.3	2	-2	3	-0.4	-5	0	5	12	4.9
COCCNC(=O)c1onc(CSc2ccccc2F)c1C(=O)O	-1.5	14	-5	4	-0.4	-4	1	-5	4	1.8
CN(C)CCCn1c(=S)[nH]c2sc3c(c2c1=O)CCCC3	1.7	-25	-2	6	-0.5	-2	4	-7	10	-0.4
O=C(NCCc1ccc(Cl)cc1)c1cccc(NC2=NC3CS(=O)(=O)CC3S2)c1 (centres undefined)	-7.4	6	-8	6	0.2	-4	2	-4	-8	1.2
COc1ccc(C(=O)Nc2ccc(S(=O)(=O)N3CCOCC3)cc2)cc1[N+](=O)[O-]	0.7	1	-5	5	i	-2	2	-6	4	6.0
Cc1cccc(C(O)c2ncc(-c3ccc4ccccc4c3)[nH]2)c1C (centres undefined)	·	·	·	·	i	·	20	·	9	-0.7
O=[N+]([O-])c1cc(Br)c(O)c(/C=N/Nc2nnnn2-c2cccc3ccccc23)c1	4.2	-13	·	-4	-3.6	9	-8	8	9	7.9
COc1ccc(-n2cnnc2SCC(=O)Nc2cc(C(C)(C)C)nn2-c2ccccc2)cc1	0.2	-2	-24	0	i	-6	4	11	5	·
COCCCNC(=S)N1CCN(C(=O)c2ccco2)CC1	-1.1	-13	-10	4	-1.8	1	-7	4	-2	-2.5
C/C(Cn1cnc([N+](=O)[O-])n1)=N\NC(=O)c1ccccc1	-1.1	35	·	9	-0.3	4	-1	0	-1	·
O=C(NCc1ccco1)c1cccc2c1C(=O)c1ccc(/C=C/c3ccccc3)cc1S2(=O)=O	0.3	·	16	-15	i	·	-3	-17	9	-1.3
Cc1cc(C(=O)O)ccc1-n1c(C)cc(/C=C2\SC(=O)NC2=O)c1C	1.9	-16	6	5	i	1	-2	-1	23	-0.9
NC(=O)CC(NC(=O)c1ccccc1)c1ccc(NC2CCC2)c([N+](=O)[O-])c1 (centres undefined)	1.5	-1	6	1	1.0	·	-7	-8	4	0.0
Cc1[nH]nc2ncc(C(=O)c3cc(F)ccc3O)cc12	-0.9	28	-3	-14	i	-7	-2	-9	1	-0.7
CCCN(CCC)C(=O)CC(c1ccccc1)c1ccc(C)cc1O (centres undefined)	-0.4	-2	-5	-4	-2.4	2	1	-9	5	0.5
Cc1ccccc1NC(=O)c1cccc(S(=O)(=O)N2CCCCC2)c1	-0.5	12	-2	7	0.6	-2	-2	1	-7	-0.3
CCOC(=O)c1ccc(N2C(=O)Cc3ccccc3C2=O)cc1	1.7	28	0	7	4.8	1	7	-6	-4	0.3
CCOc1ccccc1OCC(=O)OCC(=O)Nc1ncc(Cl)cc1Cl	1.4	10	1	-1	·	-5	-1	1	-1	-3.5
O=C(CN1CCC(C(=O)O)CC1)Nc1ccccc1Oc1ccccc1	-1.2	10	-4	6	-0.7	5	-1	10	-6	-2.2
Cc1ccc(C(O)Cn2nc(C)cc2C)cc1 (centres undefined)	-1.7	·	2	1	0.9	·	2	4	-6	-2.5
Cc1ccc(S(=O)(=O)N2CCCCC2C)cc1[N+](=O)[O-] (centres undefined)	3.2	-23	1	9	i	-1	-1	6	3	0.9
O=C(NCc1ccc2c(c1)OCO2)c1ccc(Cl)s1	-0.2	14	-9	0	-0.2	3	0	2	6	4.3
CS(=O)(=O)N(CC(=O)Nc1ccccc1C(=O)N1CCOCC1)c1cccc([N+](=O)[O-])c1	-2.1	24	-8	-5	i	-2	1	-4	-6	-0.9
Cc1ccccc1N(C(=O)Cc1cccs1)C(C(=O)NCC1CCCO1)c1cccnc1 (centres undefined)	0.0	2	-4	-1	-1.7	2	0	9	3	-1.8
CC(C(=O)N(C)C1CCS(=O)(=O)C1)N1C(=O)/C(=C/c2ccc(F)cc2)SC1=S (centres undefined)	2.1	-1	14	15	-0.7	1	-2	-26	15	·
CC1CCCCN1C(=O)C12CCC(C)(/C(=N/O)C1)C2(C)C (centres undefined)	-1.0	22	·	0	i	4	-1	-2	4	-3.5
O=C(Cc1ccc(F)cc1)OCC(=O)N1CCN(S(=O)(=O)c2ccc(Cl)cc2)CC1	0.8	·	-21	-1	-0.9	·	2	3	0	-1.0
O=C(Cc1c(F)cccc1Cl)N1CCCC1	-0.8	8	-1	6	i	1	-1	-4	-7	·
O=C(Nc1ccccc1Cl)Nc1ccnn1C1CCN(C(=O)c2cscn2)CC1	-2.6	-4	-9	7	i	5	2	1	8	-0.1
CN1C[N+]([O-])=C(c2ccccc2)C1(C)C	1.1	13	-1	1	-0.4	2	-4	-16	-3	-2.3

A portion of the library; rates above refer to the full screens.
